Screening results deposited in PubChem by Broad Institute.
Pf Dd2 growth: P. falciparum Dd2 growth inhibitors, primary screen, SYBR Green fluorescence, single dose replicates; AID 1159554, 2015; activity change, % at 10 µM; 72 h; stronger effect = lower value; 94,000 compounds, 2.3% hits; in the data active means activity change below about -80%; inconclusive means no clear call, values can overlap the other calls
T cruzi growth: T. cruzi intracellular proliferation inhibitors, primary screen, cell-based, beta-gal Tulahuen parasites, NIH3T3 host, luminescence | 77,000 compounds, 5.9% hits | T. cruzi beta-gal in NIH3T3, GalScreen luminescence, 90 h | inhibition, % at 8.34 µM | AID 624255, 2012;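 active means mean inhibition above about 93%, with at least 55% of replicates each passing it, limit read from the data, passing the limit was not always enough; inconclusive means only one of those two conditions holds; inactive means neither condition holds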
KDM4C inh: inhibitors of GASC-1 (KDM4C) histone demethylase, primary screen, biochemical, single concentration HTS; Lysine-specific demethylase 4C (Homo sapiens), Q9H3R0; GST-KDM4C 2-372, H3K9me3 peptide, LANCE TR-FRET; inhibition, % at 12.5 µM; 96,000 compounds, 0.15% hits;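 active means mean replicate inhibition above about 25%, with at least 55% of replicates also reaching it, limit read from the data, passing the limit was not always enough; inconclusive means only one of those two conditions met; inactive means neither condition met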
Target sequence (Q9H3R0 2-372 limits assumed): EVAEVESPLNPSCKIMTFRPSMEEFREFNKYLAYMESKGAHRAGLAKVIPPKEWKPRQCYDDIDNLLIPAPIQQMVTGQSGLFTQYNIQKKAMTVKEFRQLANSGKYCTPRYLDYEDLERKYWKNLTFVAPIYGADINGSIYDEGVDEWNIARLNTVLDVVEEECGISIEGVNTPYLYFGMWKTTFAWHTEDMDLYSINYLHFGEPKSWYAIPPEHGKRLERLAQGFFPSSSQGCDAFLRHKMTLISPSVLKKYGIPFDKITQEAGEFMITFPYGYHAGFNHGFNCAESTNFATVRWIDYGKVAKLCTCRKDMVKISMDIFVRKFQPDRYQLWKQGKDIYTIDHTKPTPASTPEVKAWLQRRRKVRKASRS
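System – N-terminal GST-fused human GASC-1 (KDM4C) fragment, residues 2-372 · Input – enzyme final amount 10 nM · Technique – LANCE TR-FRET, Eu antibody, ULight-streptavidin, EDTA, ex 340 nm, em 618/671 nm · Medium – HEPES buffer, pH 7.5, plus ascorbate · Incubation – enzyme reaction 30 min, then detection 60 min, both room temperature · Reagent – H3K9me3 peptide with Fe(II)/2OG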
C diff HTS: C. difficile growth inhibitors, primary screen, HTS; Clostridium difficile clinical isolate growth, OD600, 24 h; stronger effect = lower value; growth activity, negative = inhibition, % at 16 µg/mL (by protocol); 86,000 compounds, 0.25% hits; AID 1259249, 2017;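 active means mean growth activity at or below -80% and every replicate also at or below -80%; inconclusive means mean at or below -80% but some replicate above -80%; inactive means mean growth activity above -80%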;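 further: 0% = DMSO wells and -100% = levofloxacin 16 µg/mL wells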
An asterisk follows results filed as active; ? = inconclusive; . = no result given.

Assay codes: A = Pf Dd2 growth; B = T cruzi growth; C = KDM4C inh; D = C diff HTS
O=C(C[C@@H]1CC[C@@H]2[C@H](COC[C@@H](O)CN2Cc2ccc(Oc3ccccc3)cc2)O1)N1CCOCC1
  A: -8	B: 12	C: 1.2	D: .
COc1ccc(NC(=O)N[C@@H]2CC[C@@H](CCn3cc(C4(O)CCCC4)nn3)O[C@@H]2CO)cc1
  A: -58	B: -10	C: -0.6	D: -3
C[C@H]1CN([C@@H](C)CO)C(=O)c2cccc(NS(=O)(=O)c3ccc(F)cc3)c2O[C@H]1CN(C)Cc1ccc(C(F)(F)F)cc1
  A: -4	B: 52	C: -2.2	D: -1
Cc1noc(C)c1NC(=O)Nc1cccc2c1O[C@H](CN(C)C)[C@H](C)CN([C@@H](C)CO)C2=O
  A: -10	B: .	C: -0.5	D: -2
C[C@@H]1CCCCO[C@@H](CN(C)C(=O)Nc2cccc3ccccc23)[C@H](C)CN([C@H](C)CO)C(=O)c2cc(NC(=O)Cc3ccccc3)ccc2O1
  A: -87*	B: 98*	C: -3.1	D: 16
COc1ccc2c3c(n(C)c2c1)[C@@H](CO)N(C)CC31CCN(S(C)(=O)=O)CC1
  A: -31	B: .	C: .	D: 7
O=C(C1CCCC1)N1C[C@@H]2[C@H](c3ccccc31)[C@@H](CO)N2C(=O)c1ccccc1
  A: 9	B: 36	C: 0.9	D: -8
CC(C)CC#Cc1cnc2c(c1)C(=O)N([C@@H](C)CO)C[C@H](C)[C@@H](CN(C)C(=O)c1cccnc1)O2
  A: -16	B: 4	C: -0.5	D: 1
C[C@@H]1CN([C@@H](C)CO)C(=O)c2cccc(NS(C)(=O)=O)c2O[C@H]1CN(C)Cc1ccc2c(c1)OCO2
  A: -11	B: -16	C: -0.7	D: 1
COc1ccc(S(=O)(=O)N(C)C[C@H]2Oc3c(NC(=O)C4CCOCC4)cccc3C(=O)N([C@H](C)CO)C[C@@H]2C)cc1
  A: 4	B: 58	C: -0.2	D: .
CO[C@@H]1CN(C)C(=O)c2ccc(NC(=O)NC(C)C)cc2OC[C@H](C)N(C(=O)CN(C)C)C[C@@H]1C
  A: 25	B: -11	C: 0.4	D: .
COc1ccc(NC(=O)Nc2ccc3c(c2)C(=O)N([C@H](C)CO)C[C@@H](C)[C@@H](CN(C)C)OCCCC[C@@H](C)O3)cc1
  A: 21	B: 64	C: 0.2	D: 2
CCC(=O)N1[C@@H]2Cn3c(cccc3=O)[C@H]1[C@@H](C(=O)NC1CCCCC1)[C@@H]2CO
  A: 5	B: 13	C: 0.3	D: -1
N#C[C@@H]1[C@@H](c2ccc(/C=C/c3ccccc3)cc2)[C@@H](CO)N1C(=O)C1CC1
  A: -19	B: ?	C: -0.7	D: 7
Cc1cccc(-c2ccc([C@@H]3[C@H](CO)N4CCCCN(CCC(F)(F)F)C[C@@H]34)cc2)c1
  A: -81*	B: 84	C: -0.9	D: 21
O=C(C[C@@H]1C[C@H]2c3cc(NC(=O)Cc4ccncc4)ccc3O[C@H]2[C@@H](CO)O1)NCc1cccnc1
  A: 8	B: 7	C: 2.5	D: 1
COc1ccc(-c2ccc3n(c2=O)C[C@H]2[C@H](CO)[C@@H](C(=O)N(C)C)[C@@H]3N2C(=O)c2cnccn2)cc1
  A: .	B: 9	C: -1.6	D: .
COc1ccc2c3c([nH]c2c1)[C@@H](CO)N(S(=O)(=O)c1cn(C)cn1)CC31CN(CC2CCOCC2)C1
  A: 29	B: .	C: 0.8	D: 1
C[C@H](CO)N1C[C@H](C)[C@@H](CN(C)Cc2cncnc2)Oc2ncc(/C=C/c3ccccc3)cc2C1=O
  A: -35	B: 62	C: 52*	D: -12
CCCNC(=O)C[C@@H]1C[C@@H]2c3cc(NC(=O)NC4CCCC4)ccc3O[C@@H]2[C@H](CO)O1
  A: 2	B: -42	C: 1.7	D: .
CN1C(=O)c2cc(NC(=O)Nc3ccccc3Cl)ccc2OC[C@@H]2O[C@@H](CC(=O)O)CC[C@H]21
  A: 1	B: 6	C: 2.3	D: 6
CCCC#Cc1ccc2c(c1)O[C@H](CN(C)C(=O)c1cnccn1)[C@@H](C)CN([C@H](C)CO)S2(=O)=O
  A: -22	B: 65	C: 0.3	D: .
CC(=O)N(C)C[C@H]1Oc2cc(C#CCC(C)C)ccc2S(=O)(=O)N([C@H](C)CO)C[C@H]1C
  A: -20	B: 14	C: -1.3	D: -7
C[C@@H]1CN([C@@H](C)CO)C(=O)c2cccc(NC(=O)c3nc4ccccc4s3)c2O[C@@H]1CN(C)Cc1ccc(C(F)(F)F)cc1
  A: -75	B: 95	C: -3.4	D: .
CC(C)NC(=O)Nc1ccc2c(c1)C(=O)N([C@@H](C)CO)C[C@@H](C)[C@H](CN(C)C(=O)Nc1ccc(F)cc1)O2
  A: 1	B: 31	C: 0.8	D: -6
C[C@@H]1CN([C@@H](C)CO)C(=O)c2cccc(NS(=O)(=O)c3cccs3)c2O[C@H]1CN(C)C(=O)Nc1ccccc1
  A: -14	B: -5	C: -2.2	D: .
CN1CCN(C(=O)C[C@@H]2C[C@H]3c4cc(NC(=O)CC5CC5)ccc4O[C@H]3[C@@H](CO)O2)CC1
  A: 10	B: -1	C: -1.0	D: 2
C[C@H](CO)N1C[C@H](C)[C@H](CN(C)S(C)(=O)=O)Oc2c(NC(=O)c3ccncc3)cccc2C1=O
  A: 15	B: 87	C: 2.8	D: -1
CCCC(=O)N1CC2(C1)CN(S(=O)(=O)c1ccc(C)cc1)[C@H](CO)c1[nH]c3cc(OC)ccc3c12
  A: -66	B: .	C: -0.5	D: -14
Cc1cccc(-c2ccc([C@H]3[C@@H](CO)N4CCCCN(S(=O)(=O)c5cn(C)cn5)C[C@H]34)cc2)c1
  A: 11	B: 75	C: -0.7	D: -5

5 compounds picked at random from those above:
Assay codes: A = Pf Dd2 growth; B = T cruzi growth; C = KDM4C inh; D = C diff HTS
COc1ccc2c3c([nH]c2c1)[C@@H](CO)N(S(=O)(=O)c1cn(C)cn1)CC31CN(CC2CCOCC2)C1
  A: 29	B: .	C: 0.8	D: 1
CC(C)CC#Cc1cnc2c(c1)C(=O)N([C@@H](C)CO)C[C@H](C)[C@@H](CN(C)C(=O)c1cccnc1)O2
  A: -16	B: 4	C: -0.5	D: 1
COc1ccc(NC(=O)Nc2ccc3c(c2)C(=O)N([C@H](C)CO)C[C@@H](C)[C@@H](CN(C)C)OCCCC[C@@H](C)O3)cc1
  A: 21	B: 64	C: 0.2	D: 2
COc1ccc2c3c(n(C)c2c1)[C@@H](CO)N(C)CC31CCN(S(C)(=O)=O)CC1
  A: -31	B: .	C: .	D: 7
Cc1noc(C)c1NC(=O)Nc1cccc2c1O[C@H](CN(C)C)[C@H](C)CN([C@@H](C)CO)C2=O
  A: -10	B: .	C: -0.5	D: -2

(listing goes on)
Assay codes: A = Pf Dd2 growth; B = T cruzi growth; C = KDM4C inh; D = C diff HTS
CN(C)CC(=O)N[C@H]1CC[C@H](CCNS(=O)(=O)c2ccccc2)O[C@@H]1CO
  A: 21	B: .	C: -0.3	D: -3
COc1ccc(NC(=O)Nc2ccc3c(c2)C(=O)N([C@H](C)CO)C[C@H](C)[C@H](CN(C)C(=O)NC(C)C)O3)cc1
  A: -2	B: -2	C: 0.3	D: -9
O=C(C[C@H]1C=C[C@H](NS(=O)(=O)c2ccc(F)cc2)[C@H](CO)O1)NCc1ccc(Cl)c(Cl)c1
  A: -9	B: 79	C: 4.5	D: -7
C[C@@H]1CN([C@H](C)CO)C(=O)c2cc(C#CCc3ccccc3)cnc2O[C@@H]1CN(C)CC1CC1
  A: -81*	B: 26	C: -1.4	D: .
COCC#Cc1cnc2c(c1)C(=O)N([C@H](C)CO)C[C@H](C)[C@H](CN(C)C(=O)C1CCCCC1)O2
  A: 8	B: .	C: -0.7	D: 4
COc1ccc(NC(=O)N2CC(=O)N3[C@H](CO)[C@@H](c4ccc(C5=CCCC5)cc4)[C@@H]3C2)cc1
  A: -33	B: .	C: 2.8	D: 0
C[C@@H]1CN([C@@H](C)CO)C(=O)c2cc(C#Cc3ccccc3)cnc2O[C@H]1CN(C)S(=O)(=O)c1ccccc1F
  A: -66	B: 90	C: .	D: 9
COc1ccc(S(=O)(=O)Nc2cccc3c2O[C@@H](CN(C)C)[C@H](C)CN([C@H](C)CO)C3=O)cc1
  A: 19	B: 26	C: 0.5	D: -2
CC(C)NC(=O)N[C@H]1C=C[C@@H](CC(=O)NCCN2CCCC2)O[C@@H]1CO
  A: 30	B: .	C: -0.8	D: 2
C[C@@H]1CN([C@@H](C)CO)C(=O)c2cc(NS(=O)(=O)c3cccs3)ccc2O[C@@H](C)CCCCO[C@@H]1CN(C)C(=O)Nc1ccc2c(c1)OCO2
  A: -70	B: 39	C: -1.4	D: 4
CCCNC(=O)N1C[C@@H]2[C@H](c3ccccc31)[C@@H](CO)N2Cc1cc(F)ccc1F
  A: 1	B: 30	C: 0.6	D: 0
C[C@H](CO)N1C[C@H](C)[C@H](CN(C)S(=O)(=O)c2ccc(F)cc2)OCCCC[C@H](C)Oc2ccc(NC(=O)C3CCCCC3)cc2C1=O
  A: -76	B: 57	C: -0.2	D: 4
CCC(=O)N(C)C[C@H]1Oc2ncc(C#Cc3ccccc3)cc2C(=O)N([C@@H](C)CO)C[C@@H]1C
  A: -4	B: 26	C: -1.2	D: -8
CCC(=O)N1C[C@H](C)[C@H](OC)CN(C)C(=O)c2cc(NC(=O)Nc3ccc(Cl)cc3)ccc2OC[C@H]1C
  A: 8	B: 8	C: -0.6	D: .
C[C@H](CO)N1C[C@H](C)[C@@H](CN(C)C(=O)Nc2ccccc2)Oc2c(NC(=O)C3CC3)cccc2C1=O
  A: 21	B: 15	C: -1.3	D: -1

Reprinted from the part before: 3 compounds, then new ones.
Assay codes: A = Pf Dd2 growth; B = T cruzi growth; C = KDM4C inh; D = C diff HTS
CCC(=O)N(C)C[C@H]1Oc2ncc(C#Cc3ccccc3)cc2C(=O)N([C@@H](C)CO)C[C@@H]1C
  A: -4	B: 26	C: -1.2	D: -8
CCC(=O)N1C[C@H](C)[C@H](OC)CN(C)C(=O)c2cc(NC(=O)Nc3ccc(Cl)cc3)ccc2OC[C@H]1C
  A: 8	B: 8	C: -0.6	D: .
C[C@H](CO)N1C[C@H](C)[C@@H](CN(C)C(=O)Nc2ccccc2)Oc2c(NC(=O)C3CC3)cccc2C1=O
  A: 21	B: 15	C: -1.3	D: -1
O=C([C@H]1[C@H](CO)[C@H]2Cn3c(cccc3=O)[C@H]2N1CC1CCCC1)N1CCc2ccccc2C1
  A: .	B: 24	C: 3.7	D: -1
CCC(=O)N[C@H]1C=C[C@H](CC(=O)NCC2CCCCC2)O[C@@H]1CO
  A: -88*	B: -62	C: -0.7	D: .
C[C@H](CO)N1C[C@H](C)[C@@H](CN(C)S(=O)(=O)c2ccc(F)cc2)Oc2ccc(NC(=O)C3CC3)cc2C1=O
  A: -13	B: 28	C: 0.3	D: -1
CCOC(=O)N(C)C[C@@H]1OCc2cn(nn2)CCCC(=O)N([C@H](C)CO)C[C@@H]1C
  A: 5	B: -17	C: -0.1	D: 0
COc1ccc(S(=O)(=O)Nc2ccc3c(c2)C(=O)N([C@@H](C)CO)C[C@H](C)[C@@H](CN(C)C(=O)c2ccncc2)OCCCC[C@H](C)O3)cc1
  A: -29	B: 7	C: -4.3	D: 2
C[C@H](O)C#Cc1ccc([C@@H]2[C@@H](CO)N3CCCCN(CC4CC4)C[C@H]23)cc1
  A: 16	B: 61	C: 3.6	D: 10
CN(C)C(=O)c1cccc(-c2ccc([C@@H]3[C@@H](CO)N4CCCCN(S(C)(=O)=O)C[C@H]34)cc2)c1
  A: 4	B: -30	C: -0.3	D: -5
C[C@H](CO)N1C[C@H](C)[C@@H](CN(C)C(=O)Nc2ccc3c(c2)OCO3)Oc2ncc(C#CC3(O)CCCC3)cc2C1=O
  A: 7	B: .	C: 0.4	D: -2
C[C@@H]1CCCCO[C@H](CN(C)CC2CC2)[C@@H](C)CN([C@@H](C)CO)C(=O)c2cc(NS(=O)(=O)c3ccc(F)cc3)ccc2O1
  A: -47	B: 59	C: -0.2	D: 0
N#C[C@@H]1[C@@H](c2ccccc2)[C@@H](CO)N1C(=O)c1ccc2c(c1)OCO2
  A: 32	B: 9	C: -1.3	D: -6
